Bioassay records as filed in PubChem BioAssay.
HIV peptide binding: inhibitors of HIV fusion peptide binding, primary screen, biochemical, uHTS, fluorescence dequenching (AID 1986); cell-free peptide binding, fluorescence dequenching, 30 min; higher % means a stronger effect; one-dose inhibition, % at 20 µM; IC50 in µM for titrated hits; hit rate 0.3% among 290,000; in the data active = inhibition mostly above about 52%, no sharp cut-off; inactive = mostly below about 76%; note: some results filed as inactive read as strong as hits
Insulin prom up: MIN6 insulin promoter up-regulation. z-score at 5 µM. hit rate 0.3% among 190,000. MIN6 insulin promoter-GFP reporter, high-content imaging; hits give high values;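 active = z-score above 3 at 5 µM with at least 500 cells counted in the well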
MT stabilizer: microtubule stabilization, imaging screen. HeLa tubulin immunostaining HCS, 24 h; share of cells brighter than vehicle mean+2SD. % tubulin-high responders, % at 10 µM. hit rate 0.83% among 200,000;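 active = plate Z-score above 3 for both tubulin-high and condensed-nucleus cell shares, with cell loss under 80%, at 10 µM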;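 note: anti alpha tubulin signal scored within the nucleus-defined area of each cell; some results filed as inactive read as strong as hits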
WT yeast gro inh: growth inhibition of WT yeast, mitochondrial fusion screen. mitochondrial fusion phenotypic screen, WT strain. inhibition, % at 10 µM. hit rate 2.1% among 190,000; in the data active = inhibition above about 58%; tested in S. cerevisiae
AID2073: disruptors of CaV2.2 binding to Mint1 – biochemical, HTRF (AID 2073); hit rate 0.19% among 290,000; HTRF protein-protein interaction, Mint1-CaV2.2; higher % means a stronger effect; inhibition, % at 20 µM; hits with a dose series show IC50 in µM; in the data active = inhibition mostly above about 51%, no sharp cut-off; note: some results filed as inactive read as strong as hits
Autophagy mod: autophagy modulation, high-content screen; calls only at 10 µM (by protocol); AID 463193; hit rate 0.98% among 190,000; MEF GFP-LC3 puncta imaging; test concentration mostly 10 µM;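 active = percentage of spot-positive cells more than 3 SD above its plate mean, without a fluorescence outlier flag or 80% toxicity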;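 note: spot-positive cell cutoff set from DMSO-treated cells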
bCat nuc transl: alters nuclear translocation of beta-catenin in HeLa cells | immunofluorescence imaging | nuclear translocation activity, % at 5 µM | hit rate 0.3% among 190,000 | AID 1665;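 active = nuclear translocation activity above 50% at 5 µM, with a well cell count of 50 or more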;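 note: per-cell ratio of nuclear to cytoplasmic median beta-catenin stain intensity; plate controls were DMSO negative control for no effect and GSK-3 inhibitor IX positive control for full effect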
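Test system: human HeLa cell line; Doses: 5 µM primary, 0.02–20 µM confirmation; Incubation: 24 h compound exposure, 37°C; Detection: beta-catenin immunofluorescence imaging with DAPI; Read-out: beta-catenin nuclear/cytoplasmic ratio, % activation.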
Yfh1-depleted yeast: mitochondrial function rescue without frataxin homolog – Friedreich's ataxia, plus single-dose screen, dose response (AID 1465). S. cerevisiae Yfh1-off respiration, WST-1 reduction, 72 h; higher fold induction means a stronger effect. one-dose fold induction at 50 µM; EC50 in µM for titrated hits. hit rate 0.074% among 220,000;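 active = fold induction of absorbance versus untreated yeast above a set limit, then at least 30% activation at any dose in follow-up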;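 note: activators that raise dye reduction in frataxin-depleted yeast; strong numbers were not always called active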
Dynein cargo inh: dynein cargo transport inhibition | 3617.4 mouse cells, GR-EGFP nuclear translocation imaging; test concentration mostly 20 µM; stimulated with dexamethasone, 1 µM; hits give low values | z-score, hits read low | hit rate 0.47% among 220,000;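 active = plate z-score of nuclear minus cytoplasmic receptor signal below a set negative limit, without overly bright fluorescence or cell loss, cut at about -3.5 in these data, passing the limit was not always enough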;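 note: z-score of nuclear minus cytoplasmic ring GR-EGFP intensity difference per well; some compounds called inactive have numbers as strong as hits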
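Buffer or medium – tet-free medium with charcoal-stripped serum · Signal – automated 10x imaging of fixed Hoechst-stained cells · Also added – dexamethasone agonist, 1.0 µM final, for 30 min · Incubation – induction 48 h, compound 1 h, agonist 30 min · Read-out – GR-EGFP nuclear translocation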
WT yeast gro inh mutant strain: also measured in WT yeast gro inh; calls as there; inhibition, %; mitochondrial fusion phenotypic screen, mutant strain inhibition
Dynein cargo inh cytoplasmic EGFP: further read-out of Dynein cargo inh, marked with its call; z-score; measured here: cytoplasmic GR-EGFP intensity; hits give high values
Dynein cargo inh nuclear GR-EGFP: also measured in Dynein cargo inh; calls as there; z-score; measured here: nuclear GR-EGFP intensity;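 lower value marks the stronger effect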
Dynein cargo inh cell count: further read-out of Dynein cargo inh, marked with its call; z-score; measured here: cell count per field
Insulin prom up cell count: further read-out of Insulin prom up, marked with its call; cell count; measured here: cytotoxicity, nuclei count;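 total cells summed across four imaged fields per well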
bCat nuc transl cell count 5 µM: second read-out of bCat nuc transl, no call of its own (marks repeat the call); cell count; measured here: cell count, cytotoxicity flag
MT stabilizer Hoechst-high %: recorded beside MT stabilizer, whose call it bears; % Hoechst-high responders; measured here: nuclear condensation Hoechst responders;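 share of cells brighter than vehicle mean plus two SD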
MT stabilizer cytotoxicity %: second read-out of MT stabilizer, no call of its own (marks repeat the call); toxicity, %; measured here: cytotoxicity by cell density;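 0% = mean cell density of plate MIN control wells and 100% = no cells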
Autophagy mod cell loss 18 h: recorded beside Autophagy mod, whose call it bears; toxicity, %; measured here: cell loss, nuclei count;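 cell loss after 18 h compound exposure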
Starred values were filed as active, the others as inactive; i = inactive; · = not tested or not shown. Compounds as they come; any-hit rate near 4.2%.

SMILES	HIV peptide binding	Insulin prom up	Insulin prom up cell count	MT stabilizer	MT stabilizer Hoechst-high %	MT stabilizer cytotoxicity %	WT yeast gro inh	WT yeast gro inh mutant strain	AID2073	Autophagy mod	Autophagy mod cell loss 18 h	bCat nuc transl	bCat nuc transl cell count 5 µM	Yfh1-depleted yeast	Dynein cargo inh	Dynein cargo inh cytoplasmic EGFP	Dynein cargo inh nuclear GR-EGFP	Dynein cargo inh cell count
Cc1ccc(C2=N/C(=C/c3cccs3)C(=O)N2Nc2ccccc2)cc1	0.7%	-0.08	855	1.1	1.4	9.3	44	22	0%	i	-4	0.7	1117	i	-0.9	-0.34	-0.59	0.56
CSc1ncc(Cl)c(C(=O)Nc2cccc(C)c2)n1	1.7%	0.79	1558	3.6	2.8	8.0	-6	15	6%	i	3	-0.5	1190	i	-0.39	0.044	-0.32	0.32
Cc1cccc(/N=C/C2=C(O)CC(C)(C)CC2=O)n1	0.2%	-0.27	1095	·	·	·	·	·	-7%	·	·	0.4	1282	i	-0.28	-0.18	0.23	-0.1
NC(=O)c1ccsc1NC(=O)C1CCCN1S(=O)(=O)c1ccc(Cl)cc1 (stereo not drawn)	-2.8%	0.73	1275	2.1	2.0	4.1	5	26	-9%	i	3	1.3	1377	i	0.62	-0.22	0.093	-0.025
COc1ccccc1NC(=O)c1nn(-c2ccccc2)ccc1=O	-1.9%	0.52	2011	1.2	1.8	9.2	-8	1	1%	i	-1	-3.8	1089	i	-0.1	-0.24	-0.59	0.93
Cc1cc([N+](=O)[O-])ccc1NC(=O)C[n+]1ccc(N(C)C)cc1	-0.3%	-0.31	1749	3.9	2.7	3.9	-9	10	12%	i	3	-0.3	993	i	-0.87	-0.3	-0.31	0.84
COc1ccccc1/C=C/C=N/n1c(C2CCCCC2)n[nH]c1=S	3.2%	-0.36	1537	4.0	2.7	2.9	40	10	-2%	i	12	-1.5	1108	i	0.75	-0.2	1	-1.9
C[C@@H]1NC(=O)/C(=C\c2ccccc2Cl)NC1=O	0.8%	-0.15	943	·	·	·	·	·	-5%	·	·	0.6	1300	i	0.55	-0.25	0.37	-0.1
Cc1[nH]c(=O)c(C#N)c2c1COC(C)(C)C2	1.8%	-0.34	1450	4.2	1.5	8.6	15	-2	3%	i	5	1.2	1528	i	2.2	-0.2	1.2	-0.75
Clc1ccc(OCCN2CCCCC2)c(Cl)c1	-3.7%	-0.65	1001	1.4	1.2	18	19	34	-2%	i	-2	·	·	i	-0.049	-0.16	-0.18	0.51
O=C(CN1C(=O)C2CC=C(Cl)CC2C1=O)NCc1ccccc1 (stereo not drawn)	1.5%	0.57	1127	4.2	3.2	6.8	-12	-8	-10%	i	-14	-1.1	881	i	-0.36	-0.31	0.1	0.23
O=S(=O)(NCCSc1ccccc1)c1cccs1	0.4%	-1.2	1203	3.2	2.1	5.4	1	-10	14%	i	0	·	·	i	0.28	-0.19	0.22	-1.2

Three entries from above, arranged by molecular weight, descending:
SMILES	HIV peptide binding	Insulin prom up	Insulin prom up cell count	MT stabilizer	MT stabilizer Hoechst-high %	MT stabilizer cytotoxicity %	WT yeast gro inh	WT yeast gro inh mutant strain	AID2073	Autophagy mod	Autophagy mod cell loss 18 h	bCat nuc transl	bCat nuc transl cell count 5 µM	Yfh1-depleted yeast	Dynein cargo inh	Dynein cargo inh cytoplasmic EGFP	Dynein cargo inh nuclear GR-EGFP	Dynein cargo inh cell count
O=S(=O)(NCCSc1ccccc1)c1cccs1	0.4%	-1.2	1203	3.2	2.1	5.4	1	-10	14%	i	0	·	·	i	0.28	-0.19	0.22	-1.2
Clc1ccc(OCCN2CCCCC2)c(Cl)c1	-3.7%	-0.65	1001	1.4	1.2	18	19	34	-2%	i	-2	·	·	i	-0.049	-0.16	-0.18	0.51
Cc1[nH]c(=O)c(C#N)c2c1COC(C)(C)C2	1.8%	-0.34	1450	4.2	1.5	8.6	15	-2	3%	i	5	1.2	1528	i	2.2	-0.2	1.2	-0.75

Next results.
SMILES	HIV peptide binding	Insulin prom up	Insulin prom up cell count	MT stabilizer	MT stabilizer Hoechst-high %	MT stabilizer cytotoxicity %	WT yeast gro inh	WT yeast gro inh mutant strain	AID2073	Autophagy mod	Autophagy mod cell loss 18 h	bCat nuc transl	bCat nuc transl cell count 5 µM	Yfh1-depleted yeast	Dynein cargo inh	Dynein cargo inh cytoplasmic EGFP	Dynein cargo inh nuclear GR-EGFP	Dynein cargo inh cell count
Cc1ccc(C(=O)c2cc([N+](=O)[O-])ccc2N2CCCCC2)cc1	0.8%	-1.5	864	8.8	38	43	31	10	0%	i	56	72*	261*	i	0.56	-0.21	0.4	-0.48
CN(NC1OC(=O)c2ccccc21)c1c([N+](=O)[O-])cc(C(F)(F)F)cc1[N+](=O)[O-] (stereo not drawn)	0.1%	0.09	984	·	·	·	·	·	15%	·	·	-0.2	1291	i	-0.48	-0.043	-0.36	1.1
O=C(Nc1nc(-c2ccc(S(=O)(=O)N3CCCC3)cc2)cs1)c1ccco1	-1.9%	-0.1	2001	3.3	0.2	17	14	2	0%	i	-3	-0.3	1078	i	0.52	0.056	0.59	-0.17
CN(C)CCCNC(=O)c1ccc2[nH]c3ccccc3c2c1	-2.4%	-0.24	1493	3.1	2.8	7.5	13	16	7%	i	41	0.2	1363	i	2.7	0.17	1.8	-2.8
CCS(=O)(=O)c1ccc2oc(SCC(=O)N3CCCCC3)nc2c1	0.5%	-0.46	1050	2.8	3.6	9.5	1	11	8%	i	-2	0.4	1100	i	-1.5	0.9	-0.19	0.93
CN(C)c1cccc2c1C(=O)c1ccccc1C2=O	-2.5%	-0.51	2179	4.3	3.3	4.4	14	7	-25%	i	12	2.1	741	i	0.91	-0.29	0.19	-0.36
CC(=O)Nc1cccc(C(=O)OCc2ccccc2)c1	0.8%	1.2	1367	3.0	1.5	8.0	2	-4	0%	i	-3	-1.7	1018	i	-0.52	-0.28	-0.0099	0.57
Cn1c(-c2ccccc2)c(/C=N/NC(=O)c2cccnc2)c2ccccc21	-2.9%	-0.39	1097	2.6	3.5	2.9	1	6	12%	i	11	-1.4	1094	i	0.57	-0.23	0.19	0.95
CN(C)C(=O)N1CCC(C(=O)NCc2cccs2)CC1	0.8%	0.16	1315	2.5	3.3	5.3	-6	48	-8%	i	0	·	·	i	-0.38	-0.19	0.044	0.069
CN(C(=O)COC(=O)c1ccc2c(c1)OCCO2)c1ccccc1	-0.7%	-0.06	1569	3.5	1.1	3.2	-4	37	-3%	i	-17	-1.0	979	i	1.4	-0.057	0.91	-1.7
N#Cc1ccc(NC(=O)COC(=O)CCc2ccc(S(=O)(=O)N3CCCCC3)cc2)cc1	-1.8%	0.11	1458	3.1	2.4	8.3	-9	-2	-1%	i	14	-0.2	1079	i	0.28	-0.22	0.43	-0.39
O=C(CCNS(=O)(=O)c1cccc2nsnc12)N1CC(=O)N(CCc2ccccc2)C(=O)C1	-3.3%	0.17	1416	3.6	2.0	2.9	-6	0	7%	i	0	0.0	1423	i	-0.17	-0.0004	0.13	0.15
O=C(O)CSc1nnc(Nc2ccccc2)n1-c1ccccc1	-0.8%	0.01	1169	2.4	2.0	15	-14	-15	-14%	i	17	2.6	1044	i	-0.019	-0.36	-0.52	0.96
COc1cc(OC)cc(C(=O)N2CCCc3ccccc32)c1	-1.9%	0.69	1329	8.6	2.4	1.8	-4	-12	4%	i	8	3.5	1354	i	-0.78	-0.075	-0.36	0.62
COc1cc2c(cc1OC)CN(CC(=O)Nc1ccc3c(c1)OCO3)CC2	-1.8%	0.03	1556	3.5	1.7	4.9	10	-1	-7%	i	0	-1.0	1362	i	0.23	-0.16	-0.5	-0.58
N#C/C(=C1/CCCCCN1)c1nnc2n1CCCCC2	-0.2%	1.5	1296	4.3	3.9	5.2	6	-4	1%	i	-6	-2.4	1184	i	-0.37	-0.3	-0.17	0.29
Cc1ccc(C(=O)COC(=O)CN2C(=O)C3C4CCC(C4)C3C2=O)cc1[N+](=O)[O-] (stereo not drawn)	1.8%	0.69	1435	5.5	1.9	11	-10	-2	5%	i	-7	-2.0	1127	i	-0.94	-0.1	-0.44	0.017
Nc1nc(NCCCN2CCOCC2)nc(Nc2cccc(F)c2)c1[N+](=O)[O-]	-1.1%	-0.46	1417	·	·	·	·	·	-2%	·	·	0.3	1359	i	0.29	-0.12	0.31	-0.024
Cc1cc(C)cc(NC(=O)C2CCN(c3nccs3)CC2)c1	0.6%	-0.35	1208	3.9	3.2	1.8	-3	-2	0%	i	9	-7.2	946	i	-1.3	-0.31	-0.65	0.71
COCCNC(=O)C1CC2Cn3c(nc4ccccc43)C2N1C (stereo not drawn)	-0.3%	0.75	731	·	·	·	·	·	10%	·	·	0.2	1273	i	0.67	-0.78	0.4	0.11
CCc1cc(=O)oc2cc(C)c(CN3CCCC3)c(O)c12	-0.3%	-0.02	953	4.1	2.1	5.9	7	13	38%	i	12	-3.5	1217	i	0.13	-0.2	0.33	-0.22
N#C/C(=C/c1cn(CC(=O)O)c2ccccc12)C(=O)Nc1ccccc1	4.7%	0.46	1476	2.2	2.5	9.3	-9	4	10%	i	0	1.6	947	i	-0.79	0.6	0.11	0.7
CCOC(=O)CNC(=O)c1sc(NC(=O)c2ccccc2F)nc1C	2.9%	0.48	1320	5.3	3.6	9.4	7	24	10%	i	-1	-1.1	1173	i	-1.5	-0.26	-0.44	0.47
Cc1[nH]c2ccccc2c1C1(O)C(=O)N(Cc2ccc3c(c2)OCO3)c2ccccc21 (stereo not drawn)	-2.4%	0.06	1435	1.5	1.5	7.2	15	-6	-28%	i	4	0.2	1356	·	-1.1	-0.13	-0.45	0.71
COc1cccc(NC(=S)N2CCc3cc(OC)c(OC)cc3C2)c1	-1.4%	-0.81	1127	·	·	·	·	·	-14%	·	·	0.5	1228	i	-0.2	-0.21	-0.13	-0.12
CCOc1ccc(NC(N)=O)cc1OCC	-1.2%	0.3	978	1.6	1.4	5.3	-6	-1	6%	i	-3	-2.1	1236	i	-0.7	0.15	-0.047	0.2
